# From PubChem
# RAD52 anneal inh = RAD52 (human) annealing inhibition; recombinant RAD52 DNA annealing, FRET fluorescence; inhibition, % at 18.7 µM; 360,000 compounds, 0.46% hits; AID 651710;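 active = every replicate showing at least 50% inhibition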
# ARNT-TACC3 inh = disrupts binding between human ARNT and TACC3; Q9Y6A5; AlphaScreen His-ARNT PAS-B/GST-TACC3 binding, luminescence; TACC3 fragment carries E629A point mutation; inhibition, % at 9.99 µM; 390,000 compounds, 0.66% hits;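 active = mean inhibition of replicates at least 50% and at least half of replicates each reaching 50%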;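 also: 0% = complete ARNT plus TACC3 wells and 100% = ARNT alone without TACC3; many hits fall short of the cut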
# RAD54 branch = RAD54 (human) branch migration inhibition; Q92698; RAD54 Holliday junction branch migration, FAM/BHQ fluorescence; inhibition, % at 10.4 µM; 360,000 compounds, 0.14% hits;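 active = mean normalized replicate activity at least 40 and at least half of replicates scoring 40 or more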;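 also: 0% = median of neutral control wells and 100% = median of positive control wells; inhibitors cause a drop in the FAM fluorescence signal; in these data hits start at about 50%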
# Target sequence (Q92698 whole entry, looked up): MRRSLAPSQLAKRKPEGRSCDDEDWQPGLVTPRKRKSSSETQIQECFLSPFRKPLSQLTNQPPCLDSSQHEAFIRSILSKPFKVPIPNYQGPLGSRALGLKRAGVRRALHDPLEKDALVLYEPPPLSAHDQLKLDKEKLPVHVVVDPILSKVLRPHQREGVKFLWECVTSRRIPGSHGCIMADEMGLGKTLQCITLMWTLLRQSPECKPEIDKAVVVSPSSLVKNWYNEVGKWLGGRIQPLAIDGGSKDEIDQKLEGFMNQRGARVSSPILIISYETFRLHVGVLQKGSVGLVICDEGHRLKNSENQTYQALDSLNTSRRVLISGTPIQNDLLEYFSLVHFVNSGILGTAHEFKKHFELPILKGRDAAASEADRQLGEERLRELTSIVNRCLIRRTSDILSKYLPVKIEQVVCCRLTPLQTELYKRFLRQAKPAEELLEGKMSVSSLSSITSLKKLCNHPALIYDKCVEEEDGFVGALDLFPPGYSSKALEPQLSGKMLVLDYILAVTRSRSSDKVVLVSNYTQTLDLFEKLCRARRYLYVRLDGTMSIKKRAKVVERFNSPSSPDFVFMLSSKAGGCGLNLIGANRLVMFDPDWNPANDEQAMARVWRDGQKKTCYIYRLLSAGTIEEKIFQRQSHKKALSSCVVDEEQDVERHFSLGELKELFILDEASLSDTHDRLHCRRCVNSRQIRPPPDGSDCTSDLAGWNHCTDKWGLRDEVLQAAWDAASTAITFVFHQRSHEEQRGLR
# CFTR F508del cor = CFTR F508del correction in bronchial cells | CFBE cells, YFP halide quenching; stimulated with forskolin plus potentiator P3; % fluorescence drop versus neutral controls | activity (quench increase), % at 7.58 µM | 350,000 compounds, 0.36% hits;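 active = mean added fluorescence quench of at least 8% versus neutral control, with both replicates also reaching 8%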;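 also: cells transiently co-express mutant CFTR-F508del with the halide-sensitive YFP; corrector assay measuring rescue of mutant channel to the surface after 24 h compound exposure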
# INS-1E GSIS act = primary screen for activators of insulin secretion dependent on glucose, INS-1E cells, GLuc reporter luminescence | INS-1E GLuc reporter insulin secretion, 2-3 h | activation, % at 16.6 µM | 370,000 compounds, 0.61% hits | AID 743287;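 active = lowest replicate activation of at least 40%, so every replicate reaches that level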;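 also: 0% = median of neutral control wells and 100% = median of IBMX positive control wells; some compounds called inactive have numbers as strong as hits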
# Xi reactivation = X-chromosome reactivation activator | XiGFP mouse fibroblasts, % GFP-positive cells imaging, 3 d; cells co-treated with 5-aza-dC sensitizer; scaled so ellipticine positive control = 100% | activation, % at 7.58 µM | 360,000 compounds, 0.055% hits;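 active = mean normalized replicate activation at least 10% and every replicate at or above 10%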;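 also: 0% = median of on-plate neutral control wells and 100% = ellipticine 6 µM median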
#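 Material: SV40-immortalized XiGFP fibroblast cells, line 68-5-11 | Buffer or medium: DMEM containing 5-aza-dC | Dosing: One concentration, pinned | Times: 3 d treatment, 15 min room-temperature fixation | Controls: Ellipticine 6 µM positive control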
# ERAP1 HTS inh = blocks human ERAP1 aminopeptidase activity; Q9NZ08; recombinant ERAP1, Leu-AMC fluorescence, 60 min; inhibition, % at 10.7 µM; 340,000 compounds, 0.15% hits; AID 652197;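 active = mean replicate inhibition of at least 30%, or all replicates individually reaching that 30% level; inactive = mean below 30% and not every replicate reaching it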;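 also: 0% = neutral control wells and 100% = L-leucinethiol positive control wells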
# esBAF inh = SWI/SNF esBAF complex inhibition. mouse ES cells, Bmi1-luciferase knock-in reporter, 24 h; 100% = twice the neutral-well signal. reporter increase, % at 12.5 µM. 350,000 compounds, 2% hits. AID 602393; in the data active = activation above about 40%;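 also: 0% = median of the plate's neutral control wells and 100% = double that signal; a rise in the Bmi1 reporter signal indicates esBAF inhibition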
# * hit, by the source's call; nt = no result given.
no.	mol	RAD52 anneal inh	ARNT-TACC3 inh	RAD54 branch	CFTR F508del cor	INS-1E GSIS act	Xi reactivation	ERAP1 HTS inh	esBAF inh
1	O=C(COC(=O)c1cc(-c2cccc3ccccc23)nc2ccccc12)NC1CCS(=O)(=O)C1 (stereo not given)	-123	-1	nt	nt	4	0.1	1	nt
2	CCOC(=O)COc1cc2oc(=O)cc(C)c2cc1[N+](=O)[O-]	-13	9	nt	-0.6	-2	-0.2	0	3
3	C[C@@H]1CN([C@@H](C)CO)C(=O)c2cc(NC(=O)Cc3ccccc3)ccc2O[C@H]1CN(C)Cc1ccccc1	10	-13	-5	-0.9	-2	0.0	3	1
4	CNC[C@@H]1Oc2ncc(-c3ccc(C#N)cc3)cc2C(=O)N([C@H](C)CO)C[C@@H]1C	-19	-2	4	0.2	-9	0.0	-1	-3
5	O=Cc1cccc(OC(=O)/C=C/c2ccco2)c1	-18	9	6	1.0	-23	0.0	0	48*
6	OC(CNCc1cccnc1)COc1ccc2ccccc2c1 (stereo not given)	6	-5	-11	2.4	21	0.3	-1	-6
7	CC(C)C[C@@]12C(=O)N(c3cccc(F)c3)C(=O)N1[C@H](c1ccc(F)cc1)[C@@H]1C(=O)N(C3CCCCC3)C(=O)[C@@H]12	-7	-2	-2	1.6	4	-0.3	nt	3
8	BrC(=C\c1ccccc1)/C=N/Nc1nc2ccccc2[nH]1	nt	11	2	nt	-24	-0.1	nt	nt
9	O=C(Nc1ccc(S(=O)(=O)N2CCCC2)cc1)c1ccc(F)cc1	-12	-4	1	3.2	28	-0.7	2	-5
10	Cc1cc(N2C(=O)C(O)=C(C(=O)c3ccco3)C2c2ccc([N+](=O)[O-])cc2)no1 (stereo not given)	5	2	2	1.2	-4	-0.1	2	nt
11	COc1ccc(C2c3ccc4ccccc4c3Oc3ncn(CCO)c(=N)c32)cc1OC (stereo not given)	5	-11	-5	nt	13	nt	-2	0
12	CN(C)c1ccc(C2/C(=C(/O)c3ccccc3)C(=O)C(=O)N2CCCC(=O)O)cc1 (stereo not given)	-19	-3	-10	-2.4	7	0.0	0	nt
13	Nc1nc(N)nc(-c2cc(C(F)(F)F)ccc2Cl)n1	0	-4	8	0.4	7	0.7	nt	-7
14	O=C(C[C@@H]1C[C@@H]2c3cc(NC(=O)NC4CCCC4)ccc3O[C@@H]2[C@@H](CO)O1)NCC1CC1	-3	-19	5	-3.9	6	0.2	-1	1
15	C[C@H](O)C#Cc1cnc2c(c1)C(=O)N([C@H](C)CO)C[C@H](C)[C@H](CN(C)C(=O)CN1CCOCC1)O2	9	-6	5	4.7	18	0.1	8	1
16	C[C@H](NC(=O)C[C@H]1C=C[C@H](NC(=O)C2CCOCC2)[C@H](CO)O1)c1ccccc1	9	2	1	-0.9	9	0.9	7	-2
17	Cc1ccc(NC(=S)NCc2ccc(S(N)(=O)=O)cc2)c(C)c1	-1	-7	nt	2.0	2	0.0	-2	nt
18	S=c1[nH]nc(C2COc3ccccc3O2)o1 (stereo not given)	16	-1	-7	nt	-3	nt	5	-2
19	Cc1c(C(=O)O)cccc1-c1ccc(/C=C2/NC(=O)N(c3ccccc3)C2=O)o1	-22	nt	nt	0.4	0	0.5	-18	nt
20	COc1ccc(OC)c(Nc2cc(C)c3ccccc3n2)c1	-7	-1	-2	2.9	nt	-0.1	1	-6
21	Cn1cnc(CCNC(=O)C[C@@H]2CC[C@@H]3[C@H](COC[C@H](O)CN3C(=O)C3CC3)O2)c1	4	-5	-25	-2.4	7	0.1	2	8
22	COc1ccc(C=NNC(=O)CCCC(=O)NN=Cc2ccc(OC)c(O)c2)cc1O	-11	0	-6	15*	21	0.2	0	1
23	O=S(=O)(c1ccc2c(c1)OCCO2)N1CCC(c2nc3ccc(Cl)cc3[nH]2)CC1	nt	22	1	nt	-37	nt	nt	-5
24	Cc1cc(C)c(C)c(S(=O)(=O)NCc2cccnc2)c1C	-8	3	-4	0.3	37	nt	-3	-7
25	COc1ccc(NCc2cc(=O)oc3cc(NC(C)=O)ccc23)cc1	-10	-3	-6	-0.1	-15	0.5	0	7
26	O=S(N1CCc2ccccc21)C12CC3CC(CC(C3)C1)C2 (stereo not given)	2	-4	nt	0.6	2	0.2	2	nt
27	NC(=O)C[n+]1cccc2ccccc21	-122	-4	-20	2.9	5	nt	3	-5
28	C=CCn1cc(/C=C2\SC(N3CCOCC3)=NC2=O)c2ccccc21	-90	nt	11	0.5	1	-0.1	nt	nt
29	O=C(O)C(Cc1c[nH]c2ccccc12)NS(=O)(=O)c1cccc(Cl)c1Cl (stereo not given)	-14	-17	-10	-1.4	16	0.0	0	-11
30	N#CC(C#N)=C1c2cc(S(=O)(=O)NCCO)ccc2-c2ccc(S(=O)(=O)NCCO)cc21	-18	-7	-2	1.0	21	-0.2	0	nt

# (listing goes on)
no.	mol	RAD52 anneal inh	ARNT-TACC3 inh	RAD54 branch	CFTR F508del cor	INS-1E GSIS act	Xi reactivation	ERAP1 HTS inh	esBAF inh
31	Cc1cccc(C)c1OCc1cc(C(=O)N(C)CCc2ccccn2)no1	-18	-3	3	-0.2	nt	0.0	-7	1
32	N#Cc1ccccc1COC(=O)c1cccnc1N	-19	-2	nt	2.2	3	-0.1	5	nt
33	C[C@@H]1CC[C@H]2C(=O)N3[C@@H](CC[C@@H](C)[C@@H]3c3ccc(Br)cc3)C(=O)N2[C@H]1c1ccc(Br)cc1	-3	5	-23	3.3	-12	-0.2	-5	1
34	CCOCCCNC(=O)/C=C1\Sc2ccccc2N(Cc2ccccc2F)C1=O	-7	0	-13	0.0	nt	-0.1	3	15
35	CCCNC(=O)N1C[C@H](C)[C@H](OC)CN(C)C(=O)c2ccc(NC(=O)CC)cc2OC[C@H]1C	3	-2	5	0.4	0	-0.2	-1	0
36	COc1ccc(C(C)=O)cc1COC(=O)c1ccc2c(c1)OCO2	nt	2	-8	nt	34	nt	nt	0
37	O=Cc1c(NCc2cccc(F)c2)c2ccccc2[nH]c1=O	-22	-7	-13	1.6	19	0.2	nt	2
38	Cc1ccc(N(C(=O)CNC(=O)c2ccco2)C(C(=O)NC2CCCCC2)c2ccncc2)c(C)c1 (stereo not given)	-5	0	-7	-1.0	10	0.1	-3	4
39	CCCNC(=O)c1ccccc1NC(=O)c1cccc(-n2cnnn2)c1	-9	2	-2	1.0	12	0.0	1	4
40	Cc1onc(-c2ccccc2Cl)c1C(=O)Nc1ccc(Br)cc1	-12	-19	6	-4.5	-33	0.4	-2	-5
41	O=C(Nc1ccccc1F)N1CC(=O)N2[C@H](CO)[C@@H](c3ccc(C#Cc4ccccc4)cc3)[C@H]2C1	0	nt	nt	-1.1	-23	0.2	0	nt
42	CCCc1cc(-n2ccnc2C)n2c(nc3ccccc32)c1C#N	-15	0	-1	1.3	9	nt	nt	-1
43	CNC(=O)C1CCN(S(=O)(=O)c2c(C)noc2/C=C/c2ccccc2F)CC1	-11	-2	1	4.1	6	0.0	1	-7
44	O=C(NNC(=O)c1ccco1)c1csc(N2CCOCC2)n1	-5	1	-4	-1.7	-5	0.3	-1	0
45	O=C(C[C@@H]1C=C[C@H](NC(=O)Nc2ccccc2F)[C@@H](CO)O1)NCc1ccc(-c2ccccc2)cc1	10	-17	0	0.6	14	0.5	0	-31
46	C#CCN1CCc2onc(-c3ccc(Br)cc3)c2C1=O	-61	nt	nt	-1.4	11	0.1	4	nt
47	COc1ccccc1CNC(=O)C[C@H]1C[C@H]2c3cc(NC(=O)C4CCOCC4)ccc3O[C@H]2[C@@H](CO)O1	-8	-6	-12	-2.4	6	0.0	-1	-3
48	CO[C@@H]1CN(C)C(=O)c2ccc(NS(=O)(=O)c3ccc(Cl)cc3)cc2OC[C@H](C)NC[C@H]1C	2	-5	7	-3.3	7	-0.1	-1	-3
49	CC(=Nc1ccc(C)cc1C)c1sc2ccccc2c1O	-122	3	nt	1.8	5	0.1	nt	nt
50	Cc1noc(C)c1NC(=O)N(C)C[C@@H]1Oc2c(NC(=O)Nc3ccc(F)cc3)cccc2C(=O)N([C@@H](C)CO)C[C@H]1C	-3	-7	0	-3.4	0	-0.1	-1	-1
51	CC1(C)C(=O)OC(c2cccn2-c2ccc([N+](=O)[O-])cc2)C2(CCCCC2)C1=O (stereo not given)	-10	1	nt	nt	nt	0.2	-2	nt
52	C[C@H](CO)N1C[C@H](C)[C@@H](CN(C)S(=O)(=O)c2cn(C)cn2)Oc2ccc(NC(=O)Nc3ccc(F)cc3)cc2CC1=O	nt	nt	nt	-2.7	9	0.2	nt	-3
53	COCCN(CCOC)C(=S)Nc1ccccc1	-9	21	nt	-0.7	2	0.1	2	-6
54	CN(C(=S)NCCN1CCOCC1)C(c1ccccc1)c1ccccc1	-7	0	nt	0.5	17	0.0	5	nt
55	Cc1cc(C(=O)OCC(=O)Nc2ccccc2)c(C)o1	2	3	nt	-1.1	-2	0.2	-1	nt
56	C[C@@H]1CCCCO[C@@H](CN(C)Cc2ccc(C(=O)O)cc2)[C@@H](C)CN([C@H](C)CO)C(=O)c2cc(NC(=O)Nc3cccc4ccccc34)ccc2O1	0	5	-3	-2.0	12	-1.2	-17	8
57	CNC(=O)C[C@@H]1CC[C@@H]2[C@H](COc3ccc(NC(=O)c4cscn4)cc3C(=O)N2C)O1	nt	0	-5	-0.8	16	0.0	nt	1

# Exported screen by screen: entries from further up.
40	Cc1onc(-c2ccccc2Cl)c1C(=O)Nc1ccc(Br)cc1
44	O=C(NNC(=O)c1ccco1)c1csc(N2CCOCC2)n1
Compound,40,44
RAD52 anneal inh,-12,-5
ARNT-TACC3 inh,-19,1
RAD54 branch,6,-4
CFTR F508del cor,-4.5,-1.7
INS-1E GSIS act,-33,-5
Xi reactivation,0.4,0.3
ERAP1 HTS inh,-2,-1
esBAF inh,-5,0

# By substructure: the compounds so far with fluorine (10)
no.	mol	RAD52 anneal inh	ARNT-TACC3 inh	RAD54 branch	CFTR F508del cor	INS-1E GSIS act	Xi reactivation	ERAP1 HTS inh	esBAF inh
7	CC(C)C[C@@]12C(=O)N(c3cccc(F)c3)C(=O)N1[C@H](c1ccc(F)cc1)[C@@H]1C(=O)N(C3CCCCC3)C(=O)[C@@H]12	-7	-2	-2	1.6	4	-0.3	nt	3
9	O=C(Nc1ccc(S(=O)(=O)N2CCCC2)cc1)c1ccc(F)cc1	-12	-4	1	3.2	28	-0.7	2	-5
13	Nc1nc(N)nc(-c2cc(C(F)(F)F)ccc2Cl)n1	0	-4	8	0.4	7	0.7	nt	-7
34	CCOCCCNC(=O)/C=C1\Sc2ccccc2N(Cc2ccccc2F)C1=O	-7	0	-13	0.0	nt	-0.1	3	15
37	O=Cc1c(NCc2cccc(F)c2)c2ccccc2[nH]c1=O	-22	-7	-13	1.6	19	0.2	nt	2
41	O=C(Nc1ccccc1F)N1CC(=O)N2[C@H](CO)[C@@H](c3ccc(C#Cc4ccccc4)cc3)[C@H]2C1	0	nt	nt	-1.1	-23	0.2	0	nt
43	CNC(=O)C1CCN(S(=O)(=O)c2c(C)noc2/C=C/c2ccccc2F)CC1	-11	-2	1	4.1	6	0.0	1	-7
45	O=C(C[C@@H]1C=C[C@H](NC(=O)Nc2ccccc2F)[C@@H](CO)O1)NCc1ccc(-c2ccccc2)cc1	10	-17	0	0.6	14	0.5	0	-31
50	Cc1noc(C)c1NC(=O)N(C)C[C@@H]1Oc2c(NC(=O)Nc3ccc(F)cc3)cccc2C(=O)N([C@@H](C)CO)C[C@H]1C	-3	-7	0	-3.4	0	-0.1	-1	-1
52	C[C@H](CO)N1C[C@H](C)[C@@H](CN(C)S(=O)(=O)c2cn(C)cn2)Oc2ccc(NC(=O)Nc3ccc(F)cc3)cc2CC1=O	nt	nt	nt	-2.7	9	0.2	nt	-3
